# Source: PubChem BioAssay
# TexasRed fluor: Texas Red fluorescence interference in TRb-SRC2 counter-screen. TRb/SRC2 Texas Red total fluorescence interference. Potency, µM (top dose mostly 106 µM), for the others: at the highest dose fluorescence change, negative = quenching. 280,000 compounds, 0.29% hits. AID 1479; active means well fitted curve in either direction with a large enough effect; inconclusive means small, poorly fitted or top-dose-only effect
#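 Human TRβ ligand-binding domain (0.6 uM) and Texas Red SRC2 peptide (20 nM) in Tris buffer with 1 uM T3 and 5% DMSO were incubated with pinned compound for 5 hr at ambient temperature. Total fluorescence was computed as S + 2P (555/632 nm).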
# Lamin A splicing: modulators of lamin A splicing | 200,000 compounds, 0.01% hits | HeLa LMNA splicing GFP/RFP minigene ratio, 48 h | Potency, µM (series often up to 46.1 µM), for inactives: at the highest dose ratio change, negative = inhibition, actives largely listed as inhibitors | AID 1487; active means well fitted inhibition curve with a large enough effect in the signal ratio, with a control signal flat, not every such curve was filed as active; inconclusive means small, poorly fitted or top-dose-only effect, or effect the other way, or a change in a side signal; the % refers to the signal ratio
#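 S3 HeLa cells stably expressing lamin A-EGFP splicing minigene plus DsRed2, 600 cells/well, 48 h compound exposure at 37C. Laser-scanning cytometry; analysed as GFP (500-530 nm)/RFP (575-640 nm) total intensity ratio; 0.5% DMSO vehicle.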
# TRb SRC2 PPI: disrupts binding of human TR beta to SRC2. TRbeta-SRC2 peptide binding, fluorescence polarization; receptor liganded with 1 µM T3. P10828. 280,000 compounds, 0.065% hits. Potency, µM (doses to about 106 µM), for the others: top-dose activity change, negative = inhibition, most hits filed as inhibitors. AID 1469; active means well fitted inhibition curve with a large enough effect; inconclusive means small, poorly fitted or top-dose-only effect, or effect the other way;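 further: plate controls were bound peptide for no effect and peptide without receptor for full effect; nearly all actives have a fitted effect of over 50% in size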
# Target sequence (P10828 whole entry, looked up): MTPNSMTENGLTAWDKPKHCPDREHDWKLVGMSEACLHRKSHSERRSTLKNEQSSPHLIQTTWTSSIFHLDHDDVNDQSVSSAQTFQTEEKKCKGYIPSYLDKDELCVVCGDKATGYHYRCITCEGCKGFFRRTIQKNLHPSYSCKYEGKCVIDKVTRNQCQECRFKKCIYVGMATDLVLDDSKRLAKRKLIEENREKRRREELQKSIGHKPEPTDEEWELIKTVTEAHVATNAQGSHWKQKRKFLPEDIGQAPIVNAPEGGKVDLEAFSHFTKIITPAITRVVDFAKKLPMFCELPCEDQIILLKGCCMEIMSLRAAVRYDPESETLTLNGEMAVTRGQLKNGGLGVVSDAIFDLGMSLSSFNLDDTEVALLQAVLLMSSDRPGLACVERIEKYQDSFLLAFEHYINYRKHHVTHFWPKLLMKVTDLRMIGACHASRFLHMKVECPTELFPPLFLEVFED
#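 TRb LBD 0.6 uM + Texas Red SRC2 peptide 20 nM, 1 uM T3, Tris buffer w/ 5% DMSO; compound pinned, 5 h RT; FP read ex 555/em 632; normalized to unbound and bound controls.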
# * marks the source's active call; other numbers are inactive results; u = inconclusive; [ ] = another dose, or the depositor's remark. Unless noted, on the % scale 0 is the no-effect control and ±100 the full control effect; potency means the concentration at half of the fitted maximal effect. Some of the compounds tested; rates above refer to the full screens.
SMILES,TexasRed fluor,Lamin A splicing,TRb SRC2 PPI
COc1cccc(NC(=O)c2cnc(SCC(=O)N3CCOCC3)n(C)c2=O)c1,-0.6%,u,6.2%
COc1ccc(OC)c(CNS(=O)(=O)c2ccc3c(c2)CCCN3C(C)=O)c1,-4.7%,-15.3%[46 µM],4.4%
COc1ccc(CCC(=O)NC2CC(=O)N(c3ccc(OC)cc3)C2)cc1 (stereo unspecified),-1.5%,-14.0%[46 µM],4.7%
Cc1nc2ccn(Cc3cccnc3)c(=O)c2cc1C(=O)Nc1ccc(F)cc1F,0.2%,11.2%[46 µM],8.4%
O=C(Nc1ccc(S(=O)(=O)N(Cc2ccccc2)c2ccccc2)cc1)c1ccc(F)cc1,-0.8%,u,1.5%
CC(C)(C)C(=O)Nc1cccc(-c2cn3cccnc3n2)c1,-3.0%,5.2%[46 µM],-8.2%
CCOc1ccc(CC(=O)NCc2ccc3c(c2)CCN3C(C)=O)cc1OCC,-56.9%,-5.0%[46 µM],-13.5%
COc1cccc(C2CC(=O)Nc3c2c(=O)nc2c(C)cccn32)c1OC (stereo unspecified),-1.5%,3.6%[46 µM],-2.6%
COc1cccc(CNC(=O)c2sc3ncccc3c2-n2c(C)ccc2C)c1OC,1.0%,-11.8%[46 µM],9.2%
CCOC(=O)C1CCCN(S(=O)(=O)c2ccc(N3CCCCS3(=O)=O)cc2)C1 (stereo unspecified),-2.3%,1.5%[46 µM],6.9%
Cc1ccc(-n2nc(C)c3c(C)cc(=O)n(CC(=O)Nc4cccc(C)c4C)c32)cc1,-1.1%,u,1.2%
Oc1c(C(c2ccc(Cl)cc2Cl)N2CCN(Cc3ccccc3)CC2)sc2nc(-c3ccco3)nn12 (stereo unspecified),-0.4%,15.9%[46 µM],-4.9%
COc1ccc(OC)c(S(=O)(=O)NCc2ccc3c(c2)CCN3C(=O)c2cccc(C)c2)c1,-0.8%,u,2.8%
COc1ccc(NC(=O)CSc2nccn2Cc2ccco2)cc1OC,-16.2%,11.4%[46 µM],6.1%
CC(=O)N1CCC(N(Cc2ccco2)C(=O)Nc2ccc(Br)cc2F)CC1,3.7%,2.1%[46 µM],-4.6%
CC(C)CC(=O)OCc1cc(=O)n2nc(C3CCCCC3)sc2n1,-13.3%,14.0%[46 µM],-2.0%
CCN1CCN(C(c2ccc(OC)cc2)c2c(O)cc(C)n(Cc3ccco3)c2=O)CC1 (stereo unspecified),-1.6%,u,12.0%
CCCNC(=O)CCCN1C(=O)CCn2nc(-c3cccn3C)cc21,-7.9%,8.0%[46 µM],3.8%
Cc1ccc(C)c(N2CCN(CCCNc3ncnc4onc(-c5ccc(Cl)cc5)c34)CC2)c1,-8.5%,-19.9%[46 µM],3.1%
CCc1cccc(CC)c1NC(=O)c1cc(S(=O)(=O)N2CCc3ccccc32)cn1C,-23.1%,-17.9%[46 µM],0.2%
COc1ccc(NC(=O)c2[nH]nc3c2CSc2ccccc2-3)c(OC)c1,2.0%,12.6%[46 µM],0.6%
COc1ccccc1CNC(=O)C(=O)NCC(c1cccs1)S(=O)(=O)c1ccccc1 (stereo unspecified),-2.1%,u,-4.1%
CCC1CN(C(=O)N2CCC(C(=O)NCc3cccc(C)c3)CC2)c2ccccc2O1 (stereo unspecified),-22.0%,u,0.0%
Cc1ccc(CNC(=O)CSC2=Nc3ccccc3C3=NC(C)C(=O)N23)cc1 (stereo unspecified),-1.6%,8.0%[46 µM],2.1%
CCCCNC(=O)C1CCC(Cn2c(=O)c3sccc3n(Cc3ccccc3)c2=O)CC1 (stereo unspecified),-6.2%,u,2.0%

# Two entries from above, with bars between the fields:
structure | TexasRed fluor | Lamin A splicing | TRb SRC2 PPI
COc1ccc(CCC(=O)NC2CC(=O)N(c3ccc(OC)cc3)C2)cc1 (stereo unspecified) | -1.5% | -14.0%[46 µM] | 4.7%
Cc1nc2ccn(Cc3cccnc3)c(=O)c2cc1C(=O)Nc1ccc(F)cc1F | 0.2% | 11.2%[46 µM] | 8.4%

# Among those listed so far, these have four or more nitrogen atoms:
SMILES,TexasRed fluor,Lamin A splicing,TRb SRC2 PPI
COc1cccc(NC(=O)c2cnc(SCC(=O)N3CCOCC3)n(C)c2=O)c1,-0.6%,u,6.2%
Cc1nc2ccn(Cc3cccnc3)c(=O)c2cc1C(=O)Nc1ccc(F)cc1F,0.2%,11.2%[46 µM],8.4%
CC(C)(C)C(=O)Nc1cccc(-c2cn3cccnc3n2)c1,-3.0%,5.2%[46 µM],-8.2%
Cc1ccc(-n2nc(C)c3c(C)cc(=O)n(CC(=O)Nc4cccc(C)c4C)c32)cc1,-1.1%,u,1.2%
Oc1c(C(c2ccc(Cl)cc2Cl)N2CCN(Cc3ccccc3)CC2)sc2nc(-c3ccco3)nn12 (stereo unspecified),-0.4%,15.9%[46 µM],-4.9%
CCCNC(=O)CCCN1C(=O)CCn2nc(-c3cccn3C)cc21,-7.9%,8.0%[46 µM],3.8%
Cc1ccc(C)c(N2CCN(CCCNc3ncnc4onc(-c5ccc(Cl)cc5)c34)CC2)c1,-8.5%,-19.9%[46 µM],3.1%
Cc1ccc(CNC(=O)CSC2=Nc3ccccc3C3=NC(C)C(=O)N23)cc1 (stereo unspecified),-1.6%,8.0%[46 µM],2.1%

# Remaining list, next part
SMILES,TexasRed fluor,Lamin A splicing,TRb SRC2 PPI
CCc1ccc(NC(=O)c2ccc(F)c(S(=O)(=O)N3CCN(c4ccc(OC)cc4)CC3)c2)cc1,1.3%,1.6%[46 µM],4.6%
CCOC(=O)C1CCC(CN(Cc2cccc(Br)c2)S(=O)(=O)c2ccc(C)cc2)CC1 (stereo unspecified),-3.2%,-22.0%[46 µM],6.1%
COc1ccc(OCc2ccc(-c3nc(C#N)c(N4CCN(c5cccc(Cl)c5)CC4)o3)o2)cc1,3.8%,18.0%[46 µM],-5.7%
COc1cccc(C(=O)NCc2ccc3c(c2)CCN3C(=O)c2ccncc2)c1,-6.2%,u,-6.2%
COc1ccc(Br)cc1CNC(=O)CSc1n[nH]c(-c2ccccc2)n1,-4.0%,2.9%[46 µM],-3.8%
CCOC(=O)c1cc(OC(=O)c2cccc(Cl)c2)n(-c2ccccc2)n1,-1.6%,u,-0.7%
COC(=O)c1ccccc1NC(=O)C1(c2cccs2)CCOCC1,-0.7%,23.4%[46 µM],2.5%
COc1cccc(CNC(=O)CCc2c(C)nn(-c3ccc(N4CCCC4)nn3)c2C)c1,2.2%,4.9%[46 µM],9.6%
Cc1ccccc1OCCSc1nc2ccc(NC(=O)c3ccccc3)cc2s1,-1.5%,9.3%[46 µM],5.9%
CCN(C(=O)C1CCCN(c2ncnc3c2nc2n3CCCCC2)C1)c1cccc(C)c1 (stereo unspecified),-9.3%,u,2.9%
CC(C)Oc1ccc(CNC(=O)CN2C(=O)c3cccnc3Oc3ccc(Cl)cc32)cc1,20µM*[quencher],-14.1%[46 µM],-0.9%
O=C(Cn1cc(S(=O)(=O)Cc2cccc(Cl)c2)c2ccccc21)NCc1ccccc1Cl,-19.5%,10.6%[46 µM],9.6%
CCOc1ccc(N2CC(NC(=O)CCc3ccccc3)CC2=O)cc1 (stereo unspecified),-1.6%,-6.7%[46 µM],3.4%
CCOC(=O)c1cc(-c2ccccc2)n(-c2cccc(C(=O)Nc3ccc(F)c(F)c3)c2)c1C,1.5%,-20.5%[46 µM],1.2%
COc1cc(OC)cc(C(=O)N2CCC(c3ccncc3)CC2)c1,2.5%,6.0%[46 µM],-2.7%
Cc1ccc(N2CC(NC(=O)Cc3cccs3)CC2=O)cc1C (stereo unspecified),-0.8%,22.4%[46 µM],-1.4%
COc1cc(C(=O)Nc2ccc3nc(SCc4ccccc4)sc3c2)cc(OC)c1OC,-0.7%,25.8%[46 µM],5.6%
CCC(C)NC(=O)CCCn1c(=O)c2cccn2c2ccccc21 (stereo unspecified),5.5%,7.9%[46 µM],9.3%
O=C(NCc1ccc(F)cc1)C(=O)NCC(c1ccco1)S(=O)(=O)c1cccs1 (stereo unspecified),0.2%,-18.2%[46 µM],-1.0%
CC(=O)N1CCCc2cc(S(=O)(=O)N(C)CC(=O)Nc3ccc(C(C)C)cc3)ccc21,1.7%,2.2%[46 µM],-0.4%
Cc1ccc(-n2c(=O)c3c(C)c(C(=O)N(C)C)sc3n(CC(=O)C(C)(C)C)c2=O)cc1C,0.9%,-12.4%[46 µM],-1.3%
CCOC(=O)c1ccc(N2CCN(c3ccccc3OC)CC2)c(NC(=O)Nc2ccc(CC)cc2)c1,-2.6%,u,2.4%
Cc1ccc2c(c1)-c1c(c(C(=O)N3CCN(c4cc(C)ccc4C)CC3)nn1C)CS2,5.2%,u,-8.6%
COc1cccc(N2CCN(C(=O)C3CCN(S(=O)(=O)c4cn(C)cn4)CC3)CC2)c1,-2.0%,-4.4%[46 µM],-1.2%
COc1ccc(NC(=O)C2CCN(S(=O)(=O)c3cn(C)cn3)CC2)cc1Cl,-0.8%,u,-3.3%

# The final 3 compounds of the part before come first, to join the parts:
SMILES,TexasRed fluor,Lamin A splicing,TRb SRC2 PPI
Cc1ccc2c(c1)-c1c(c(C(=O)N3CCN(c4cc(C)ccc4C)CC3)nn1C)CS2,5.2%,u,-8.6%
COc1cccc(N2CCN(C(=O)C3CCN(S(=O)(=O)c4cn(C)cn4)CC3)CC2)c1,-2.0%,-4.4%[46 µM],-1.2%
COc1ccc(NC(=O)C2CCN(S(=O)(=O)c3cn(C)cn3)CC2)cc1Cl,-0.8%,u,-3.3%
Cc1ccc(S(=O)(=O)C(CNS(=O)(=O)c2ccc(F)c(C(F)(F)F)c2)c2ccco2)cc1 (stereo unspecified),-0.1%,u,2.9%
COc1ccc(C)cc1NC(=O)CCn1nc(C)cc1C,1.4%,18.8%[46 µM],-3.7%
O=C(Cn1c(-c2cccs2)cc2cc(Cl)ccc21)N1CCN(c2ccccc2F)CC1,-18.0%,-5.9%[46 µM],0.1%
COc1ccc(NC(=O)c2cc3c(=O)n(Cc4cccnc4)ccc3nc2C)cc1OC,1.7%,-1.4%[46 µM],7.1%
O=S(=O)(Nc1cccc(C(F)(F)F)c1)c1ccc(-c2cnc(C3CC3)o2)cc1,-1.5%,u,9.0%
CC(C)C(=O)NCC1(N(C)C)CCCCC1,-19.8%,7.0%[46 µM],-0.7%
CC(=O)C1=C(c2ccc(Cl)c(Cl)c2)N(C(C)=O)n2c(nnc2-c2ccccc2)S1,0.0%,u,-1.5%
CCOc1ccc(-n2c(SCC(=O)N3CCCCCC3)nc3c([nH]c4ccccc43)c2=O)cc1,-0.2%,1.3%[46 µM],9.4%
CCOc1ccccc1C(=O)N1CCN(CCc2ccccn2)CC1,-1.4%,-0.2%[46 µM],5.3%
CCn1cc2c(n1)-c1c(oc(C(=O)Nc3cccc(C(F)(F)F)c3)c1C)CC2,5.8%,u,10.0%
O=C(NC1CC(=O)N(c2ccc(F)cc2)C1)C(c1ccccc1)c1ccccc1 (stereo unspecified),-0.8%,17.2%[46 µM],1.9%
CCn1ccc2cc(S(=O)(=O)N3CCCN(C(=O)Nc4ccccc4OC)CC3)ccc21,0.3%,-7.5%[46 µM],0.5%
COc1ccc(-c2noc(C3CC(=O)N(c4ccc(C)c(F)c4)C3)n2)c(OC)c1 (stereo unspecified),-0.1%,-7.0%[46 µM],-6.7%
COCCNC(=O)c1ccc(-n2c(-c3ccccc3)cc3c2CCC(C)C3)cc1 (stereo unspecified),-22.4%,u,7.8%
O=C(C1CCC(Cn2c(=O)c3sccc3n(Cc3ccccc3F)c2=O)CC1)N1CCOCC1 (stereo unspecified),-10.6%,u,6.3%
COc1ccccc1NC(=O)Cn1cnc2c(nc3n2CCCCC3)c1=O,-0.5%,4.5%[46 µM],0.1%
CCn1ccc2cc(S(=O)(=O)N3CCCN(C(=O)NCC(C)C)CC3)ccc21,2.9%,4.9%[46 µM],-1.8%
CC(C)c1ccc(S(=O)(=O)N2CCN(CC(=O)Nc3ccccc3C(F)(F)F)CC2)cc1,4.2%,1.6%[46 µM],5.8%
